# Screening data: PubChem, several laboratories
# GLD-1 TGE inh: GLD-1-TGE RNA interaction inhibition (C. elegans). Q17339. purified GLD-1 + fluorescein TGE RNA, fluorescence polarization. inhibition, % at 5.96 µM. actives 0.44% (n = 320,000). AID 2280;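 active = percent inhibition above a per-plate cutoff, the plate mean of test compounds plus 3 SD, cut at about 30% in these data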;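 also: 0% = DMSO wells with GLD-1 and probe and 100% = wells lacking GLD-1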
# Target sequence (Q17339 whole entry, looked up): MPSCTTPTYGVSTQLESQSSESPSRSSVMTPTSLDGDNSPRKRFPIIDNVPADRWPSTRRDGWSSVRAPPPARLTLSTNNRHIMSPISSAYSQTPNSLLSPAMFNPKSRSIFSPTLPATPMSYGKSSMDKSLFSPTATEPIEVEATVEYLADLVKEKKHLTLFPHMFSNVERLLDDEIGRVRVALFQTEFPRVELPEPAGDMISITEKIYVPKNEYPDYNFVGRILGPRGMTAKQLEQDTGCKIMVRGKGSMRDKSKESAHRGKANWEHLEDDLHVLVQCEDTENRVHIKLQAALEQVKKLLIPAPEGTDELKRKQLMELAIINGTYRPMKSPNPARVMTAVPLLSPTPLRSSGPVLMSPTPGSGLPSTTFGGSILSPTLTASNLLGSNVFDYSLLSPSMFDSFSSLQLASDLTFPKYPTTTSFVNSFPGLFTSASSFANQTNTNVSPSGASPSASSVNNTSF
# GSTO1 counter: GSTO1 inhibition, counter-screen for RBBP9 inhibitors | P78417 | recombinant GSTO1, activity-based probe fluorescence polarization | inhibition, % at 5.96 µM | actives 1.1% (n = 300,000);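 active = inhibition above the campaign mean inhibition plus 3 SD, cut at about 35% in these data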;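 also: 0% = GSTO1-1 with DMSO and 100% = wells lacking GSTO1-1 enzyme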
# TPT1 inh: C. albicans TPT1 enzyme inhibition | inhibition, % at 5 µM | actives 0.81% (n = 300,000) | AID 1962 | recombinant caTPT1, FP RNA substrate dephosphorylation;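 active = inhibition above the mean of all tested compounds plus 3 SD, set per screening campaign, cut at about 24% in these data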;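 also: plate controls were DMSO alone for no effect and ferristatin control at 100 nM for full effect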
# PAD4 inh: inhibitors of human PAD4; Q9UM07; recombinant PAD4, RCA probe fluorescence polarization; inhibition, % at 6.36 µM; actives 0.41% (n = 330,000);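 active = percent inhibition above a cutoff equal to the mean of all tested compounds plus 3 SD, cut at about 15% in these data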;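 also: 0% = PAD4 with RCA probe and DMSO and 100% = probe without PAD4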
# MCL1 BIM primary: MCL1-BIM-BH3 interaction inhibition (human) | Q07820 | GST-MCL1 / FITC-Bim-BH3 fluorescence polarization | inhibition, % at 10.9 µM | actives 0.68% (n = 320,000);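 active = inhibition above the mean inhibition of all tested compounds plus 3 SD, set per campaign, cut at about 40% in these data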;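 also: 0% = DMSO wells and 100% = unlabeled Bim-BH3 peptide control; higher means more loss of mP so more displacement of Bim peptide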
# Target sequence (Q07820 whole entry, looked up): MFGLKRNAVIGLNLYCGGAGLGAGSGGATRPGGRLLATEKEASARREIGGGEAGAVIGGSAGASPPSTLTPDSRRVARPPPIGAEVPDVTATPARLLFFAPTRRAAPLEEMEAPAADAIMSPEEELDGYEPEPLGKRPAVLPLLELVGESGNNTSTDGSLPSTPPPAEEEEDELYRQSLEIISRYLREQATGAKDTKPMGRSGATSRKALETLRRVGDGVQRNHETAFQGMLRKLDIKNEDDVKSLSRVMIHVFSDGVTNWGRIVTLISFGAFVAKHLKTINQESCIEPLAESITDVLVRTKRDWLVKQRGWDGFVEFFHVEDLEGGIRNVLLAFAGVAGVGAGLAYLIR
# Fam108B inh: blocks mouse Fam108B hydrolase in RBBP9 counter-screen | inhibition, % at 9.51 µM | recombinant Fam108B, FP-Rh probe fluorescence polarization | actives 0.33% (n = 300,000);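 active = inhibition above the screen mean inhibition plus 3 SD, computed separately per campaign, cut at about 18% in these data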;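 also: inhibitors lower polarization as less probe binds the enzyme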
# MEX-5 binding: C. elegans MEX-5 TCR-2 RNA binding activity; Q9XUB2; MEX-5/FITC-TCR2 RNA binding, fluorescence polarization; stronger effect = lower value; activity score (negative = inhibition of binding), % at 10 µM; actives 0.38% (n = 300,000); AID 1832;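 active = inhibition past about -25% in most replicates, and total fluorescence under double the plate's negative control median, limit read from the data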;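 also: 0% = DMSO and -100% = 5 µM competing unlabeled TCR2 RNA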
# Bcl-xL primary: inhibitors of human Bcl-xL; Q07817; GST-Bcl-xL / FITC-Bim BH3 peptide fluorescence polarization; inhibition, % at 10.9 µM; actives 0.7% (n = 320,000); AID 2129;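 active = inhibition above the mean of all tested compounds plus 3 SD, cutoff set per campaign, cut at about 30% in these data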;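 also: 0% = DMSO wells and 100% = unlabeled Bim-BH3 peptide competitor; inhibitors lower millipolarization by displacing the labeled peptide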
# Target sequence (Q07817 whole entry, looked up): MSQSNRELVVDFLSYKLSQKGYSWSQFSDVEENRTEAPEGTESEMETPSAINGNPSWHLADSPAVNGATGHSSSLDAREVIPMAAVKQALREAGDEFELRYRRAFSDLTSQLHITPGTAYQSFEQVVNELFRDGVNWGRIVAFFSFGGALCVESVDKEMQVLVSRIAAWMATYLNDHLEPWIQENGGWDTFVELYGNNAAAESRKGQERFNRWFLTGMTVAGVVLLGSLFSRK
# PME-1 inh: PME-1 (human) inhibition | Q9Y570 | recombinant PME-1, FP-Rh probe fluorescence polarization | inhibition, % at 5.9 µM | actives 0.53% (n = 320,000) | AID 2130;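 active = inhibition above the campaign mean of all compounds plus 3 SD, cut at about 26% in these data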;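 also: competitive labeling of PME-1 active site by serine hydrolase directed probe; 0% = PME-1 with DMSO and 100% = wells lacking PME-1 enzyme; inhibitors block probe labeling so polarization falls and inhibition rises; many of its hits are not listed in these tables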
# Starred values were filed as active, the others as inactive; . = no result given. A portion of the library; count on the stated rates, not on these rows.
nr	Molecule	GLD-1 TGE inh	GSTO1 counter	TPT1 inh	PAD4 inh	MCL1 BIM primary
1	COc1cc2c(c(OC)c1OC)-c1ccc(N(C)CC(OC)OC)c(=O)cc1[C@@H](NC(C)=O)CC2	5	8	-2	-2	5
2	O=C(Nc1ccncc1)c1cc(S(=O)(=O)N2CCN(c3ccccc3)CC2)ccc1Cl	5	6	2	5	8
3	Cc1nnsc1-c1nc2ccccc2[nH]1	-7	3	-4	-1	-7
4	CC(=O)N(c1nc(CCl)cs1)c1c(C)cc(C)cc1C	1	25	1	3	4
5	O=C(NCCc1ccc(Cl)cc1)c1nnc(Cc2ccc(Cl)cc2)o1	14	3	-1	1	4
6	Cc1cc(C(=O)OCC(=O)Nc2nnc(C(C)C)s2)c2ccccc2n1	5	1	0	-7	0
7	N#CCCN(C(=O)COC(=O)c1ccc2c(=O)n3c(nc2c1)CCC3)c1ccccc1	-9	1	-2	-3	5
8	CCN(CC)c1ccc2c(c1)C(=O)N(C)C2=O	20	6	-13	-4	28
9	COc1ccc(-c2cn3cc(C(=O)NN)ccc3n2)cc1	-4	0	2	-8	4
10	COc1ccc(S(=O)(=O)Nc2noc3ccccc23)cc1OC	6	-3	4	2	-5
11	O=C(O)C1(c2ccccc2)CCN(S(=O)(=O)c2ccc(Cl)cc2)CC1	6	6	2	-2	-1
12	OCCC1CN(Cc2cnc(-c3ccccc3)s2)CCN1C1CCCCC1 (configuration not stated)	-6	7	0	-8	6
13	O=c1cc(N2CCc3ccccc3C2)[nH]c(=O)n1-c1ccc(Br)cc1	1	5	-5	1	1
14	CCCOc1ccc(CC(=O)N/N=C\c2ccc(F)cc2)cc1	0	4	-2	-2	4
15	COc1cc2c(cc1OC)-c1cc(Nc3ccccc3C)nc(=O)n1CC2	-6	-6	-4	2	3

nr	Fam108B inh	MEX-5 binding	Bcl-xL primary	PME-1 inh
1	19*	2.4	9	5
2	0	3.0	8	0
3	-2	-1.6	0	-13
4	-1	2.7	-2	3
5	1	-2.5	0	2
6	0	-2.0	1	-8
7	6	0.0	2	-3
8	5	-7.1	27	-1
9	-4	4.4	4	-3
10	4	-1.6	-3	-5
11	4	-1.0	4	1
12	-5	0.7	7	3
13	6	-0.3	3	-4
14	0	-1.2	1	-2
15	5	2.5	9	0

# Values by screen from above:
# Entries 3–12 in TPT1 inh: -4, 1, -1, 0, -2, -13, 2, 4, 2, 0
# Entries 3–12 in PME-1 inh: -13, 3, 2, -8, -3, -1, -3, -5, 1, 3
# Entries 3–12 in MCL1 BIM primary: -7, 4, 4, 0, 5, 28, 4, -5, -1, 6

# (further entries)
nr	Molecule	GLD-1 TGE inh	GSTO1 counter	TPT1 inh	PAD4 inh	MCL1 BIM primary
16	CC(CN1CCOCC1)OC(=O)c1ccc(Cl)cc1Cl (configuration not stated)	8	2	1	-2	2
17	CCCN1CCN(C(c2cc3cc4c(cc3[nH]c2=O)OCO4)c2nnnn2C(C)(C)C)CC1 (configuration not stated)	-2	-3	-4	-1	2
18	Nn1c(SCC(=O)Nc2ccccc2)nnc1-c1cccnc1	7	0	3	-2	1
19	CCOC(=O)CNC(=O)Cn1cnc2c(nnn2-c2ccccc2)c1=O	0	3	0	-2	-1
20	CCc1ccc(NC(=O)N(CCN2CCOCC2)Cc2ccc3c(c2)CCCN3CC)cc1	1	4	1	-6	23
21	CCOc1ccc2[nH]c(SCC(=O)OC)c([N+](=O)[O-])c2c1	30	8	-8	35*	36
22	OCC1(c2cc(C(F)(F)F)n[nH]2)CCCCC1	2	3	-2	0	5
23	O=C(CN1C2=NCCCN2c2ccccc21)c1cccc(Br)c1	-4	2	2	-1	-6
24	CCNS(=O)(=O)c1ccc(NC(=S)NCc2ccco2)cc1	-2	-3	2	-7	3
25	CCOC(=O)C1CCN(Cc2nnc(-c3ccccc3C)o2)CC1	-8	-7	-1	-2	-5
26	COCC(C)OC(=O)c1c(N)n(CCCN2CCOCC2)c2nc3ccccc3nc12 (configuration not stated)	9	12	-2	-1	7
27	CC(C)(C)c1ccc(OC(=O)Cn2c(C(F)(F)F)nc3ccccc32)cc1	-2	6	-4	0	-1
28	O=C(C1CCCN(c2nnc(-n3cccc3)s2)C1)N1CCN(c2ccccc2)CC1 (configuration not stated)	-3	1	1	-2	3
29	COc1ccc(C(=O)Nc2c(O)ccc3ccccc23)cc1OC	2	2	-2	-7	6
30	C/C(CC(=O)Nc1cc(C)ccn1)=N\NC(=O)c1cccc(F)c1	9	5	-3	0	10

nr	Fam108B inh	MEX-5 binding	Bcl-xL primary	PME-1 inh
16	5	2.4	6	-1
17	1	2.0	4	0
18	1	2.8	2	0
19	1	-1.7	2	-1
20	1	-4.5	24	1
21	-1	-0.3	39*	2
22	6	-3.8	-2	6
23	-2	0.0	-1	-2
24	-3	6.6	0	-2
25	13	0.0	2	-2
26	5	0.2	5	-2
27	6	4.6	2	-2
28	3	1.1	4	2
29	6	-1.2	10	-2
30	0	0.8	3	-2

# The list continues.
nr	Molecule	GLD-1 TGE inh	GSTO1 counter	TPT1 inh	PAD4 inh	MCL1 BIM primary
31	N#Cc1c(F)cccc1NCc1cccs1	8	-2	0	1	0
32	c1ccc(-c2cccc(-c3ccccn3)n2)nc1	3	2	1	-3	7
33	CCc1noc(C)c1C(=O)NNC(=O)c1nn(CC)c(=O)c2ccccc12	-1	-7	-3	-3	-1
34	COc1ccccc1C(=O)NCCOc1ccc(C(C)(C)C)cc1	6	-8	1	-4	1
35	CCOC(=O)C1=C(C)SC2=NS(=O)(=O)CCN21	-6	2	1	-5	5
36	O=C(Nc1ccc(F)cc1)C1CCC(N2C(=O)c3ccccc3C2=O)CC1 (configuration not stated)	6	1	-2	2	-2
37	COCC(C)n1c(C)cc(C(=O)CSc2nnnn2-c2ccc(O)cc2)c1C (configuration not stated)	-2	18	-3	-1	-4
38	Brc1ccc(CN2CCCCCC2)cc1	-2	-3	3	-7	2
39	O=C1c2ccccc2NC(c2ccc3c(c2)OCCO3)N1c1ccc2c(c1)OCCO2 (configuration not stated)	-6	-5	-3	-6	-2
40	CCOC(=O)c1c(-c2ccc(C)cc2)csc1NC(=O)CCN1CC(C)OC(C)C1 (configuration not stated)	7	4	-2	4	9
41	CCO[C@@H]1OC(C(=O)NCc2nc3ccccc3[nH]2)=C[C@H](C2CCCCC2)[C@H]1CCCO	6	-2	1	-2	-2
42	COc1ccc(CC(=O)Nc2cccc(C(=O)NN3C(=O)c4ccccc4C3=O)c2C)cc1	0	-4	0	0	4
43	O=C(O)c1cccc(-c2ccc(/C=N/NC(=O)C3COc4ccccc4O3)o2)c1 (configuration not stated)	-6	-4	-2	4	7
44	CCCOc1cccc(OCCSc2nc(C)cc(=O)[nH]2)c1	0	-9	-4	-3	1
45	O=C(CCC(=O)N1CCN(c2ccc(Cl)c(Cl)c2)CC1)c1ccccc1	-1	-4	-1	0	1

nr	Fam108B inh	MEX-5 binding	Bcl-xL primary	PME-1 inh
31	1	1.4	0	3
32	4	-2.3	5	-6
33	-1	-3.9	3	-3
34	3	-3.0	8	-3
35	-4	-2.5	5	4
36	-6	-0.6	0	2
37	1	-0.1	-5	2
38	-5	-0.9	-9	-2
39	-2	3.4	4	9
40	7	1.0	0	2
41	-1	1.9	0	-2
42	1	-1.3	3	-11
43	7	0.2	6	0
44	1	-0.3	5	-2
45	-3	0.7	-2	7

# Next structures:
nr	Molecule	GLD-1 TGE inh	GSTO1 counter	TPT1 inh	PAD4 inh	MCL1 BIM primary
46	Cc1nc2ccccc2c(=O)n1-c1ccc(NS(=O)(=O)c2ccc(F)cc2)cc1	2	7	-3	2	0
47	Cc1cc(C)nc(N2CCN(CC(=O)NCc3ccccc3)CC2)n1	4	8	2	0	10
48	COC(=O)Cc1[nH]n(-c2nc3ccccc3s2)c(=O)c1C(C)=Nc1ccc(C)cc1	-1	-3	-2	-4	8
49	FC(F)Sc1nc(-c2ccccc2)c(-c2ccccc2)n1C(F)F	4	-2	3	1	-8
50	CCN(c1ccccc1)S(=O)(=O)c1ccc(C(=O)Nc2cccc(C)n2)cc1	1	.	.	3	-4
51	Cc1ccc(C)c(NCc2n[nH]c(=S)n2-c2ccccc2)c1	-5	10	-5	2	-6
52	CC(C)NCC(O)COCc1ccc(Cl)cc1 (configuration not stated)	3	1	1	3	-5
53	CCc1cc(C(=O)NCC(C)(C)N2CCOCC2)sc1C	-5	-3	1	-3	17
54	O=C(Cn1c(=O)oc2ccccc21)Nc1ccc(Br)cc1	-2	4	2	-3	-4
55	O=C(COc1ccc(Br)cc1)N1CCc2ccccc21	0	-3	-2	1	-3
56	Cc1ccc(C(O)(c2ccccc2)c2ccccc2C(C)N(C)C)c(C)c1 (configuration not stated)	-2	2	-3	3	1
57	CCN1CCN(C(c2ccccc2F)c2nnnn2Cc2ccc3c(c2)OCO3)CC1 (configuration not stated)	4	7	-1	-2	-2
58	CC(=C/c1ccccc1)/C=N/Nc1nc(N2CCOCC2)nc(N2CCOCC2)n1	7	-2	-3	1	3
59	CCCCc1ccc(NC(=O)CSc2nc(=O)n(CCN(CC)CC)c3c2CCCC3)cc1	0	-12	1	3	-1
60	OCCN1CCN(CC(O)COCC2COc3ccccc3O2)CC1 (configuration not stated)	2	-42	1	1	2

nr	Fam108B inh	MEX-5 binding	Bcl-xL primary	PME-1 inh
46	1	-0.3	2	3
47	-8	0.7	1	3
48	-3	-2.4	3	-4
49	-4	1.7	1	0
50	.	.	2	0
51	2	-0.1	-11	4
52	3	-0.1	-2	6
53	6	4.1	7	2
54	0	3.0	3	3
55	3	1.5	2	2
56	0	2.0	4	2
57	5	-2.6	5	1
58	0	-1.9	-1	6
59	0	1.6	0	6
60	-3	-1.3	3	0

# (list continues)
nr	Molecule	GLD-1 TGE inh	GSTO1 counter	TPT1 inh	PAD4 inh	MCL1 BIM primary
61	N#Cc1c[nH]n2c(=O)c3c(nc12)CCC3	2	-10	-4	0	3
62	CCOC(=O)c1c(-c2ccccc2)csc1NC(=O)CSc1nnc(C)s1	1	7	-2	2	8
63	O=C(O)CCC(=O)NNC(=O)c1ccc([N+](=O)[O-])cc1	1	7	-4	-2	3
64	CC(=O)c1c(C)[nH]c(C(=O)COC(=O)c2cc(S(=O)(=O)N(C)c3ccccc3)ccc2Cl)c1C	4	2	2	-1	-1
65	Cn1c(Cl)cnc1C(O)(c1ccccc1)c1ccccc1	2	3	0	-7	4
66	NC(N)=Nc1nc(CCN2C(=O)c3ccccc3C2=O)cs1	4	4	2	1	8
67	CN(C)S(=O)(=O)c1cccc(-c2csc(=Nc3ccccc3)n2CCCN2CCOCC2)c1	4	-6	0	-3	0
68	O=[N+]([O-])c1ccc(/C=N/NC(=S)Nc2ccccc2)o1	-5	9	5	-10	-15

nr	Fam108B inh	MEX-5 binding	Bcl-xL primary	PME-1 inh
61	2	-1.8	7	0
62	0	-0.1	5	4
63	6	-1.8	3	2
64	-8	0.5	-1	8
65	2	1.5	6	0
66	-1	-0.2	7	-1
67	-3	-2.4	7	15
68	4	0.5	-1	7
